Compound activity (PubChem BioAssay)
KB-3-1 cytotox = KB-3-1 parental cell cytotoxicity; KB-3-1 viability, CellTiter-Glo ATP luminescence, 72 h; Potency, µM (top dose mostly 46.1 µM), without a hit: top-dose activity change, negative = cytotoxic, most hits filed as cytotoxic; actives 1.4% (n = 400,000); also: potency is read from the fitted curve at half-maximal effect; % is scaled to controls: 0 for no effect and ±100 for the full control effect; nearly all actives have a fitted effect of over 60% in size
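Multi-concentration cytotoxicity screen in KB-3-1 cells grown in DMEM lacking phenol red with 10% FBS. After 72 h at 37 °C with compound, ATP-dependent luminescence was recorded.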
HT1080-NT tox = kills 2HG-producing HT-1080-NT fibrosarcoma cells. HT-1080-NT fibrosarcoma viability, CellTiter-Glo ATP luminescence, 48 h. Potency, µM (highest dose often 46.1 µM), for inactives: top-dose activity, negative = less viability, hits mostly cytotoxic. actives 1.6% (n = 360,000);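 also: NT is the 2HG producing partner of a matched IDH1 knockdown line; potency is read from the fitted curve at half-maximal effect; 0% = DMSO-treated cells and -100% = media-only wells without cells; nearly all actives have a fitted effect of over 55% in size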
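HT-1080-NT; 750 cells/well; 5% FBS RPMI; 48 h compound, 37 degrees C; CellTiter-Glo luminescence; curve fitting and curve-class assignment.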
IL-1B inflam inh = inflammasome signaling inhibition, IL-1 beta readout; activity change, % at 57.5 µM; AID 743279; THP-1 LPS/ATP IL-1B secretion, AlphaLISA, 16 h; stronger effect = lower value; actives 4.7% (n = 360,000); in the data active = activity change below about -50%; inconclusive = mostly about -30% to -49%; also: % is scaled to controls: 0 for no effect and ±100 for the full control effect
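Secreted IL-1B measured by AlphaLISA bead assay after 16 h compound exposure of THP-1 cells; compounds (final up to 57.5 uM) added 1 h before LPS (250 ng/mL) and ATP (1.25 mM) stimulation; lower signal means less secretion.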
DRD3 antagonist = D3 dopamine receptor (human) antagonism | P35462 | D3R cells, DiscoveRx beta-arrestin luminescence, antagonist mode; stronger effect = lower value | max response, negative = inhibition, % | actives 2.5% (n = 360,000) | AID 652054; in the data active = max response below about -50%; inconclusive = no clear call, values can overlap the other calls; also: % is scaled to controls: 0 for no effect and ±100 for the full control effect; mostly tested at two doses, the higher about 12 µM
Target sequence (P35462 whole entry, looked up): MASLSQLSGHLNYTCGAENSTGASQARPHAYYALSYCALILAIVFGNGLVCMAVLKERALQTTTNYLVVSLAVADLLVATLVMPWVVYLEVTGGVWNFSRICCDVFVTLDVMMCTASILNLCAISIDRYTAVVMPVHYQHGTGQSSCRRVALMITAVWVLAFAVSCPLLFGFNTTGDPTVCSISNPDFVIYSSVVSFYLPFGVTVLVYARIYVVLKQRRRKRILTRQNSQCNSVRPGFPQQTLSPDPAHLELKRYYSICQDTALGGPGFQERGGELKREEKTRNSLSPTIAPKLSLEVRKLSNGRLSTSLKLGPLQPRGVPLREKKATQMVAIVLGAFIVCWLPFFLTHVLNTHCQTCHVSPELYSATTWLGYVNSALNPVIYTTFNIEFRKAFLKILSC
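Cells plated overnight at 1500 cells/well, then exposed to library compounds with dopamine controls for 90 minutes at 37 degrees C. DiscoveRx reagent added for 30–60 minutes at room temperature; luminescence read, quantitative HTS format.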
SW480 rereplic = DNA re-replication induction in SW480 cells | Potency, µM (doses to about 46.1 µM), for inactives: at the top dose re-replication activation, usual class: activators | actives 1.8% (n = 340,000) | AID 624297 | SW480 DNA re-replication, Hoechst DNA content imaging, 48 h; also: potency is read from the fitted curve at half-maximal effect; % of control where 0% means no effect; nearly all actives have a fitted effect of over 55% in size
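250 cells/well; 23 nL cpd via pin tool; 48 hr, 37 C, 5% CO2; Hoechst 40 min; imager read of total nuclear intensity, ex 405/em 500-530 nm.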
DRD3 agonist = activates the human D3 dopamine receptor. P35462. AID 652048. D3R DiscoveRx beta-arrestin cells, luminescence, 90 min. actives 0.58% (n = 410,000). max activation, %; in the data active = max activation above about 30%; also: 0% is about no effect; mostly tested at two doses, the higher about 12 µM
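Agonist mode: compounds and dopamine controls were applied to plated cells for 90 min at 37 degrees C after an overnight attachment at 1500 cells/well. Luminescent read-out followed 30 - 60 minutes at room temperature with DiscoveRx detection reagent.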
KB-V1 cytotox = kills drug-selected multidrug resistant KB-V1 cells; KB-V1 MDR cells viability, CellTiter-Glo, 72 h; Potency, µM (top dose mostly 46.1 µM), without a hit: at the highest dose activity change, negative = cytotoxicity, most hits filed as cytotoxic; actives 3.4% (n = 400,000); AID 1347076; also: potency is read from the fitted curve at half-maximal effect; % is scaled to controls: 0 for no effect and ±100 for the full control effect; nearly all actives have a fitted effect of over 60% in size
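KB-V1 cells (P-gp-expressing MDR subline of KB-3-1) in phenol-red-free DMEM with 10% FBS were exposed to library compounds over a concentration series for 72 h at 37 degrees C. Viability read by CellTiter-Glo luminescence; concentration-effect curves fitted after normalization.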
GLP1R ag = GLP-1 receptor (human) agonism. actives 0.007% (n = 380,000). HEK293 GLP-1R CRE-luciferase, luminescence, 4-6 h; cells express a hypersensitive GLP-1R form. AID 624172. Potency, µM (doses to about 45.6 µM), without a hit: top-dose activation, usual class: activators; also: potency is read from the fitted curve at half-maximal effect; % of control where 0% means no effect
Target sequence (P43220 whole entry, looked up): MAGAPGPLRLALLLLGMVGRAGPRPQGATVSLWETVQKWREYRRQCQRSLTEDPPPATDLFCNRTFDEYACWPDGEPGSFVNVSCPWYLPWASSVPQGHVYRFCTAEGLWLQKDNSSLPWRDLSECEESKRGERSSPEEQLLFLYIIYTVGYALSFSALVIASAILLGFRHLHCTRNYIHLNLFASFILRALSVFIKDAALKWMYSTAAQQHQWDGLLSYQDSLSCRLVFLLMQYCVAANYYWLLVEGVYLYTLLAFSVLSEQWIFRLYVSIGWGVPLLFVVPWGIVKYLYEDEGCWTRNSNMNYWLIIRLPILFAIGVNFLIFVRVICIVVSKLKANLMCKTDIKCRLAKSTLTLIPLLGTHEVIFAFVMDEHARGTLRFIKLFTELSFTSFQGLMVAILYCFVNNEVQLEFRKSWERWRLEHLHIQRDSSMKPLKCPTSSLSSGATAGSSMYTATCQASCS
HT1080 IDH1KD tx = toxicity to HT-1080 IDH1 knockdown cells (counter line); Potency, µM (titrated, usually from 46.1 µM), for inactives: at the highest dose activity, negative = toxicity, most hits filed as cytotoxic; HT-1080 IDH1 knockdown viability, ATP luminescence, 48 h; actives 2% (n = 360,000);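 also: potency is read from the fitted curve at half-maximal effect; 0% = DMSO wells and -100% = cell-free medium wells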
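In this qHTS, HT-1080 cells depleted of IDH1 are exposed for 48 h at 37 °C to compound titrations. Toxicity is scored from CellTiter-Glo luminescence, with DMSO as full viability and medium alone as none.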
* hit, by the source's call; ? = inconclusive; . = no result given; [ ] = another dose, or the depositor's remark. Unless noted, calls follow the shape of the dose curve; as a rule, active = well fitted curve in the direction sought with a large enough effect; inconclusive = small, poorly fitted or top-dose-only effect, or another doubt; inactive = no such curve, though single readings can be large; an effect the other way counts as inactive or inconclusive.

Sequence of screens: KB-3-1 cytotox | HT1080-NT tox | IL-1B inflam inh | DRD3 antagonist | SW480 rereplic | DRD3 agonist | KB-V1 cytotox | GLP1R ag | HT1080 IDH1KD tx
Cc1ccccc1NC(=O)CC(O)(C(F)(F)F)C(F)(F)F
  -1% | 15% | -13 | 8 | 0% | 4 | -1% | -12% | 18%
O=c1cc(-c2ccccc2)nc2cc(-c3ccco3)[nH]n12
  3% | 6% | 8 | 9 | 1% | 0 | 0% | 4% | 13%
CCOC(=O)[C@@H](C)N(C(=O)OC(C)(C)C)S(=O)(=O)N(Cc1ccccc1)[C@H](C(=O)OC)C(C)C
  ? | 9% | 57 | 24 | 13% | 4 | ? | 4% | 3%
CCOc1ccc(S(=O)(=O)N2CCN(C(=O)c3ccccc3Cc3ccccc3)CC2)cc1
  6% | -13% | 23 | 0 | 0% | 6 | 1% | -5% | 1%
CCc1ccc(-n2ccc(=O)c(C(=O)O)n2)cc1
  2% | 14% | 5 | 6 | -9% | 3 | 29% | -1% | 8%
CC1CC(C)CN(C(=O)C(Cc2ccccc2)n2cccc2)C1 (stereo not given)
  6% | -4% | -10 | 2 | 15% | -2 | -1% | 20% | -16%
O=c1c2ccccc2nc2c3ccccc3c(NCc3ccccn3)nn12
  14% | 8% | ? | 21 | -10% | 5 | ? | 11% | -5%
CC1CCN(C(=O)c2[nH]cnc2C(=O)N[C@@H](CCCCNC(=O)OC(C)(C)C)C(=O)OC(C)(C)C)CC1
  0% | ? | 0 | -20 | -5% | -12 | 0% | 0% | 0%
CN1C(=O)C(C)(C)c2cc(S(=O)(=O)N3CCCC3C(=O)NCc3ccccc3Cl)ccc21 (stereo not given)
  5% | -1% | 8 | 11 | 2% | -3 | 1% | 7% | -3%
Cc1cc2nc(-c3ccc(F)cc3)c(Cc3ccsc3)n2c(C)c1Br
  ? | -22% | 14 | 28 | . | 6 | ? | 0% | -24%
Cc1csc(NC(=O)c2sccc2C)n1
  ? | -11% | 0 | -27 | -2% | -5 | -3% | 3% | ?
C=CCn1c(SCC(=O)NCC(=O)OCC)nnc1-c1cccc(OC)c1
  0% | -25% | 13 | -18 | -1% | -6 | 3% | 3% | -19%
CN(C)S(=O)(=O)c1ccc(Cl)c(NC(=O)C2CCN(S(=O)(=O)c3cccs3)CC2)c1
  -27% | -4% | 6 | 16 | -4% | 0 | -26% | 2% | 1%
Cc1ccc(C)c(Cn2nnc3c(=O)[nH]c(C4CCCN(S(=O)(=O)Cc5ccccc5)C4)nc32)c1 (stereo not given)
  -17% | 5% | 15 | -15 | -13% | 0 | -8% | -1% | -6%
CCN(CC)S(=O)(=O)c1ccc(NC(=O)CCN2C(=O)C3CC=CCC3C2=O)cc1 (stereo not given)
  -4% | 0% | -9 | 18 | 3% | 2 | -3% | -2% | 11%
COc1ccc(C(O)c2nc(-c3cccc(CO)c3)cs2)cc1 (stereo not given)
  0% | 4% | 12 | ? | . | -10 | 23% | 0% | 0%
COc1ccc(OCCCC(=O)NC(C)c2ccccc2)cc1 (stereo not given)
  0% | -11% | -4 | 2 | ? | 2 | -5% | 2% | 15%
COc1ccccc1CCNC(=O)C1CCN(C(=O)/C=C/c2ccccc2)CC1
  15% | 5% | 5 | -5 | -2% | 5 | -30% | 16% | 6%
CC(=O)C1=C(O)C(=O)N(c2ccccn2)C1c1ccc(C)cc1 (stereo not given)
  0% | 16% | -5 | -12 | 1% | -16 | 0% | -2% | -1%
CCCOc1ccc([C@@H]2C3CN(C(=O)OCC)CC=C3C(C#N)=C(N)C2(C#N)C#N)cc1OC (stereo not given in full)
  1% | 1%[9.24 µM] | 0 | -15 | 11% | -38 | -13% | 4% | ?
O=C(OCc1ccc([N+](=O)[O-])cc1)C1CC(=O)N(CCc2ccccc2)C1 (stereo not given)
  -27% | -6% | 13 | -7 | -4% | -3 | -1% | 3% | -1%
CCN(CC(=O)NC)S(=O)(=O)c1ccc(C)cc1
  2% | 1% | 10 | 19 | -3% | -1 | -21% | -4% | -4%[9.24 µM]
COc1ccc(/C=N/NC(=O)c2[nH]ncc2Br)c(OC)c1
  14% | 1% | 0 | -11 | -2% | -8 | ? | 2% | 13%
Cc1onc(-c2ccccc2)c1C(=O)NCc1ccccc1F
  -1% | -1% | -12 | 4 | -1% | 17 | 2% | 6% | -4%
CC1(C)CC(=O)/C(=C(\O)c2ccccc2)C(=NCCc2ccccc2)C1
  1% | 4% | -8 | -7 | 0% | -11 | 5.8µM* | 3% | -6%
O=P(Cc1cccc[n+]1[O-])(c1ccccc1)c1ccccc1
  -3% | 5% | 0 | 19 | -3% | -1 | -3% | -1% | 10%
O=C(NOCc1ccccc1)OCc1ccccc1
  0% | 9% | -7 | -3 | -55%[inhibitor] | -26 | 0% | 7% | 5%
C=CCn1c(C)nnc1SCC(=O)c1c(N)n(C2CC2)c(=O)[nH]c1=O
  9% | 4% | 15 | 11 | -1% | 19 | 0% | 6% | 2%
N#Cc1ccccc1Cn1c(=O)n(Cc2ccc(C(=O)NCc3ccco3)cc2)c(=O)c2sccc21
  1% | -9% | 24 | -10 | -1% | 3 | -5% | 7% | -19%
COc1cccc(CNc2nn[nH]n2)c1OC
  1% | 15% | 0 | 58 | -1% | 3 | ? | -9% | 18%

In the list so far, these have a furan ring, fused or not:
Sequence of screens: KB-3-1 cytotox | HT1080-NT tox | IL-1B inflam inh | DRD3 antagonist | SW480 rereplic | DRD3 agonist | KB-V1 cytotox | GLP1R ag | HT1080 IDH1KD tx
O=c1cc(-c2ccccc2)nc2cc(-c3ccco3)[nH]n12
  3% | 6% | 8 | 9 | 1% | 0 | 0% | 4% | 13%
N#Cc1ccccc1Cn1c(=O)n(Cc2ccc(C(=O)NCc3ccco3)cc2)c(=O)c2sccc21
  1% | -9% | 24 | -10 | -1% | 3 | -5% | 7% | -19%

Next part
Sequence of screens: KB-3-1 cytotox | HT1080-NT tox | IL-1B inflam inh | DRD3 antagonist | SW480 rereplic | DRD3 agonist | KB-V1 cytotox | GLP1R ag | HT1080 IDH1KD tx
Cc1c(NC(=O)C23CC4CC(CC(C4)C2)C3)c(=O)n(-c2ccccc2)n1C
  2% | 8% | 10 | -1 | -13% | 1 | 12% | 0% | -3%
CCn1c(CC(=O)Nc2ccc(C)cc2)nnc1SCC(=O)Nc1nc(C)cs1
  19% | -30% | -2 | -11 | -3% | -4 | 10% | -10% | ?
COc1cc(CNc2ncnc3c2ncn3[C@H]2CN(CCN3CCOCC3)C[C@@H](CO)O2)cc(OC)c1OC
  0% | 8% | 21 | 0 | . | -2 | -3% | 2% | 6%
Cc1cc(Br)cn2c(Cc3ccsc3)c(C(C)(C)C)nc12
  0% | 1% | 12 | 14 | . | 9 | 12% | 3% | -3%
COc1ccc(CC(=O)Nc2ccc(-c3cn4ccc(C)cc4n3)cc2)cc1
  -13% | 15µM* | -7 | 37 | ? | -11 | ? | 6% | ?
C/C(=C\C(=O)c1ccc(C)o1)Nc1ccc2c(c1)OCO2
  2% | 7%[9.24 µM] | 41 | 5 | 0% | 18 | 10% | -10% | 7%
COCc1cc(=O)c2ccccc2o1
  0% | 15% | 5 | 0 | -3% | -1 | -3% | -3% | 9%
COC(=O)CCCC1=CC2=C(c3ccccc3)C(=O)C(C)(OC(=O)C3CCCC3)C(=O)C2=CN1c1ccccc1 (stereo not given)
  -2% | 0% | 8 | -5 | -2% | 1 | -2% | 0% | -2%
CSCCC(NC(=O)c1ccccc1Br)C(=O)N1CCN(C(C)=O)CC1 (stereo not given)
  4% | 4% | 0 | -13 | -21% | -3 | 0% | -1% | -9%
O=C(O)CC1C(=O)OCN1C(=O)OCc1ccccc1 (stereo not given)
  13% | 10% | 21 | 10 | -6% | -1 | 23% | 4% | 18%
C[C@@H](OC(=O)c1[nH]cnc1C(=O)NCc1ccc(CNC(=O)OC(C)(C)C)cc1)c1ccccc1
  ? | ? | -21 | 29 | ? | 3 | ? | 5% | ?
CC1CCCCN1C(=O)c1cccc(NC2=C(Cl)C(=O)N(Cc3ccccc3)C2=O)c1 (stereo not given)
  ? | ? | -88* | -2 | ? | -1 | ? | 1% | ?
CCn1cc(C(=O)NCCN(C)C)c(=O)c2cc(F)c(N3CCN(C)CC3)cc21
  5% | 1% | ? | -23 | -1% | -21 | ? | -2% | -6%
c1ccc(-c2ccc3nncn3c2)cc1
  0% | 22% | -2 | 0 | . | -3 | 1% | 2% | 0%
COc1ccc(C2=Nc3ccccc3N(C(=O)c3ccc4c(c3)OCO4)C2C(=O)NCc2ccccc2)cc1 (stereo not given)
  4.6µM* | -41% | -7 | ? | . | -12 | ? | . | ?
COc1ccc(S(=O)(=O)Nc2cccc(C(C)=O)c2)cc1Br
  -13% | -6% | -71* | 0 | -1% | -2 | ? | 5% | 2%
COC(=O)CCP(=O)(O)Cc1ccccc1CP(=O)(O)CCC(=O)OC
  -5% | 19% | 14 | 7 | 0% | 3 | 12% | -5% | 11%
O=C(Nc1ccc(-n2cnnn2)cc1)C1CCCN1C(=O)Nc1ccc(Br)cc1 (stereo not given)
  0% | -11% | -58* | -7 | ? | -7 | -21% | 3% | -7%
CCCCCn1c(N)c(-c2nc3ccccc3s2)c2c([N+](=O)[O-])nn(C)c(=O)c21
  -7% | 9% | -28 | -30 | -2% | -9 | ? | 14% | -4%
O=C(NCCO)/C(=C/c1cccc([N+](=O)[O-])c1)NC(=O)c1ccco1
  3% | 5% | 26 | 10 | -1% | 5 | 35% | 7% | 4%
COC(=O)[C@H](CC(C)C)NS(=O)(=O)c1ccc(F)cc1Br
  19% | 7% | 27 | -23 | . | -3 | -4% | -5% | 13%
